# DRD3 agonist: qHTS of D3 Dopamine Receptor Agonist: qHTS; D3R DiscoveRx beta-arrestin cells, luminescence, 90 min; max activation, %; 410,000 tested, 0.58% active; in the data active means max activation above about 30%; further: 0% is about no effect; mostly tested at two doses, the higher about 12 µM
# Target sequence (P35462 whole entry, looked up): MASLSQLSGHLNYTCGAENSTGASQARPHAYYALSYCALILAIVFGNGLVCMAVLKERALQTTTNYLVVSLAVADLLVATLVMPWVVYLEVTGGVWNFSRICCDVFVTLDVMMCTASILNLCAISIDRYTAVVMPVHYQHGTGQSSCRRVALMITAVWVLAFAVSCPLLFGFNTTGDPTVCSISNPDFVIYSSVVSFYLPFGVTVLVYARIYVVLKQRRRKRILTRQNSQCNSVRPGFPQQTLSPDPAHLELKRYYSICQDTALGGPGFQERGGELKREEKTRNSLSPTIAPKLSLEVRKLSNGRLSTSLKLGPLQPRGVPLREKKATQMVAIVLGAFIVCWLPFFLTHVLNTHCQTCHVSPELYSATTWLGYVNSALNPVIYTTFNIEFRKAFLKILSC
#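 Agonist mode: compounds and dopamine controls were applied to plated cells for 90 min at 37 degrees C after an overnight attachment at 1500 cells/well. Luminescent read-out followed 30 - 60 minutes at room temperature with DiscoveRx detection reagent.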
# HT1080 IDH1KD tx: qHTS for induction of synthetic lethality in tumor cells producing 2HG: qHTS for the HT-1080-IDH1KD cell line; AID 686971, 2013; Potency, µM (series often up to 46.1 µM), for the others: top-dose activity, negative = toxicity, most hits filed as cytotoxic; HT-1080 IDH1 knockdown viability, ATP luminescence, 48 h; 360,000 tested, 2% active;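 further: potency means the concentration at half of the fitted maximal effect; 0% = DMSO wells and -100% = cell-free medium wells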
#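 HT-1080-IDH1KD cells (IDH1 knocked down), 750/well in RPMI with 5% FBS, treated with compound 48 h at 37 degrees C. Viability by CellTiter-Glo luminescence, normalised to DMSO and no-cell wells; concentration-response curves classed.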
# KB-V1 cytotox: qHTS assay for MDR1-selective chemotherapeutics: Primary screen using the drug-selected MDR subline cells KB-V1 | KB-V1 MDR cells viability, CellTiter-Glo, 72 h | Potency, µM (doses to about 46.1 µM), without a hit: at the highest dose activity change, negative = cytotoxicity, usual class: cytotoxic | 400,000 tested, 3.4% active | AID 1347076, 2019; further: potency means the concentration at half of the fitted maximal effect; on the % scale 0 is the no-effect control and ±100 the full control effect; nearly all actives have a fitted effect of over 60% in size
#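 Luminescent ATP read-out (CellTiter-Glo, 10 min) measures survival of drug-selected KB-V1 MDR cells after 72 h, 37 degrees C compound exposure. Medium: phenol-red-free DMEM, 10% FBS. Values from fitted concentration-response curves.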
# HT1080-NT tox: qHTS for induction of synthetic lethality in tumor cells producing 2HG: qHTS for the HT-1080-NT fibrosarcoma cell line. HT-1080-NT fibrosarcoma viability, CellTiter-Glo ATP luminescence, 48 h. Potency, µM (top dose mostly 46.1 µM), inactives show at the highest dose activity, negative = less viability, most hits filed as cytotoxic. 360,000 tested, 1.6% active. AID 686970, 2013;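 further: NT is the 2HG producing partner of a matched IDH1 knockdown line; potency means the concentration at half of the fitted maximal effect; 0% = DMSO-treated cells and -100% = media-only wells without cells; nearly all actives have a fitted effect of over 55% in size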
#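 HT-1080-NT fibrosarcoma cells (2HG-overproducing), 750 cells/well in RPMI with 5% FBS, dosed after 2 h and incubated 48 h at 37C. CellTiter-Glo luminescence normalized to DMSO and no-cell wells; concentration-response curves fitted and classed.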
# MCF10A rerep: A quantitative high throughput screen for small molecules that induce DNA re-replication in MCF 10a normal breast cells; Potency, µM (highest dose often 46.1 µM), for inactives: top-dose activity, positive = re-replication, most hits filed as activators; MCF 10A DNA re-replication, Hoechst nuclear intensity, 48 h; 350,000 tested, 2.9% active; AID 624296, 2012; further: potency means the concentration at half of the fitted maximal effect; % of control where 0% means no effect; nearly all actives have a fitted effect of over 50% in size
# SW480 rereplic: A quantitative high throughput screen for small molecules that induce DNA re-replication in SW480 colon adenocarcinoma cells. 340,000 tested, 1.8% active. Potency, µM (top dose mostly 46.1 µM), for inactives: at the top dose re-replication activation, usual class: activators. SW480 DNA re-replication, Hoechst DNA content imaging, 48 h; further: potency means the concentration at half of the fitted maximal effect; % of control where 0% means no effect; nearly all actives have a fitted effect of over 55% in size
#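 First, 250 cells per well were seeded. Next, compound or vehicle (23 nL) was pinned in, plates sat 48 hr at 37 C. Finally Hoechst was added for 40 min before fluorescence scanning.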
# GLP1R cytotox: qHTS of GLP-1 Receptor Inverse Agonists: Cytotox Screen | HEK293 cAMP-luciferase reporter cells, luminescence, 24 h | 410,000 tested, 0.13% active | Potency, µM (highest dose often 38.3 µM), inactives show at the highest dose activity change, negative = inhibition, actives largely listed as inhibitors | AID 624418, 2012;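 further: loss of luciferase light is scored as toxicity; potency means the concentration at half of the fitted maximal effect; on the % scale 0 is the no-effect control and ±100 the full control effect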
#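 To flag toxic compounds, the library was rerun on cells for 24 hr at 37 deg C and 5% CO2. Viability-linked luminescence was captured 12 min after adding luciferase detection reagent.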
# KB-3-1 cytotox: qHTS assay for MDR1-selective chemotherapeutics: Primary screen using the parental adenocarcinoma cell KB-3-1; 400,000 tested, 1.4% active; Potency, µM (highest dose often 46.1 µM), for the others: at the top dose activity change, negative = cytotoxic, usual class: cytotoxic; KB-3-1 viability, CellTiter-Glo ATP luminescence, 72 h; further: potency means the concentration at half of the fitted maximal effect; on the % scale 0 is the no-effect control and ±100 the full control effect; nearly all actives have a fitted effect of over 60% in size
#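 Multi-concentration cytotoxicity screen in KB-3-1 cells grown in DMEM lacking phenol red with 10% FBS. After 72 h at 37 °C with compound, ATP-dependent luminescence was recorded.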
# IL1B secr inh: qHTS for Inhibitors of Inflammasome Signaling: IL-1-beta AlphaLISA Primary Screen; THP-1 LPS/ATP IL-1B secretion, AlphaLISA, 16 h; active compounds read low; activity change, % at 57.5 µM; 360,000 tested, 4.7% active; AID 743279, 2014; in the data active means activity change below about -50%; inconclusive means mostly about -30% to -49%; further: on the % scale 0 is the no-effect control and ±100 the full control effect
#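 THP-1 cells pretreated 1 hr with compounds (up to 57.5 uM final), then stimulated with LPS (250 ng/mL final) plus ATP (1.25 mM final); secreted IL-1B measured by AlphaLISA after 16 hr, decreased signal indicating inhibition.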
# Active calls of the source: *; ? = inconclusive; · = not tested or not shown; [ ] = another dose, or the depositor's remark. Unless noted, the call rests on the fitted dose curve; in most records, active means well fitted curve in the direction sought with a large enough effect; inconclusive means small, poorly fitted or top-dose-only effect, or another doubt; inactive means no such curve, though single readings can be large; an effect the other way counts as inactive or inconclusive.
SMILES,DRD3 agonist,HT1080 IDH1KD tx,KB-V1 cytotox,HT1080-NT tox,MCF10A rerep,SW480 rereplic,GLP1R cytotox,KB-3-1 cytotox,IL1B secr inh
Cc1ccccc1-n1nc2c(c1NC(=O)/C=C\c1ccc3c(c1)OCO3)CSC2,2.6,0.4%,-2.4%,7.5%,-2.7%,-14.2%,-11.3%,2.4%,?
C[C@@H]1CN([C@@H](C)CO)C(=O)c2cc(Br)cnc2O[C@H]1CN(C)C(=O)Nc1ccc(F)cc1,-2.3,0.5%,-1.3%,5.4%,·,·,8.4%,-5.4%,9.0
CN(C)c1cc(NC(=O)CNC(C)(C)CC(C)(C)C)c2ccccc2n1,1.3,?,-13.3%,?,?,?,?,-29.7%,-12.7
CC(C)c1cc(C(F)(F)F)nc(NNc2nc(C(C)C)cc(C(F)(F)F)n2)n1,3.4,2.8%,-2.8%,-9.2%,·,·,1.3%,2.5%,-20.8
Cc1cccc(OCc2nnc(SCC(=O)N3CCN(c4ccccc4)CC3)o2)c1C,1.4,-11.3%,?,-6.0%,9.3%,-3.5%,-19.3%,2.9%,-1.6
COc1ccc(Nc2oc(COc3ccccc3F)nc2C#N)cc1,2.1,-0.3%,7.8%,-9.4%,?,9.9%,3.4%,-7.7%,-2.4
CN(C)Cc1cn(CC[C@@H]2CC[C@@H](NC(=O)Nc3ccccc3F)[C@@H](CO)O2)nn1,3.6,0.7%,6.7%,16.5%,·,·,0.6%,7.3%,0.0
C[C@@H](O)CNC(=O)c1[nH]cnc1C(=O)Nc1cccc(Cl)c1,-11.4,5.3%,0.0%,0.9%,·,·,6.0%,?,27.0
CC12CCC(C(=O)N(c3ccccc3Cl)C1=O)C2(C)C (stereo unspecified),-7.9,-4.5%,-8.3%,-9.5%,-2.0%,4.3%,-2.2%,0.4%,29.9
CC(C)NC(=O)NC(=O)COc1ccc(Br)cc1Br,-2.7,-9.3%,?,-3.7%,23.1µM*,12.1%,-0.4%,0.0%,0.4
CCSCCCn1[nH]c2ccccc2c1=O,4.6,7.5%,?,4.6%,·,·,1.3%,-3.5%,15.2
CN(C)c1ccc(CNC(=O)C2COc3ccccc3C2)cc1 (stereo unspecified),3.5,·,17.3%,·,·,·,4.1%,4.8%,·
CCOCCn1c(=O)c2c(nc3n2CCN3c2ccc(C)cc2)n(C)c1=O,2.7,9.5%,-5.4%,0.7%,-15.6%,-20.6%,2.8%,0.1%,4.2
CCOc1ccc(NC(=O)C(CC)n2c(=O)c(-c3ccccc3NC(C)=O)nc3ccccc32)cc1 (stereo unspecified),-7.5,·,-6.5%,·,·,·,7.4%,4.0%,·
CC(C)Oc1ccc(C(=O)NCc2cccs2)cc1,3.9,-3.1%,?,-6.1%,13.4%,0.9%,-0.4%,-12.3%,-18.6
CC(C)n1c(O)c(/C=C2\C=NN=C2c2ccccc2)sc1=S,-2.1,20.6µM*,?,20.6µM*,?,-18.2%,-9.7%,0.0%,·
COc1ccc(N(CC(=O)NC2CCCCC2)C(=O)CCCC(=O)Nc2ccccn2)cc1,4.7,0.8%,-25.0%,0.5%,-0.4%,6.4%,2.6%,2.1%,27.2
Cc1cc(SCC(=O)N/N=C/c2ccccc2C(=O)O)c(C)cc1Br,0.0,-5.3%,?,0.0%,12.7%,-1.2%,5.7%,5.7%,11.0
COc1ccc(OC)c(NC(=O)CCN2CCN(C)CC2)c1,-1.1,3.8%,6.0%,6.9%,1.4%,-8.6%,3.5%,0.4%,20.3
CC(C)(C)c1cc(N2CCOCC2)n2ncc(-c3ccc(Cl)cc3)c2n1,-0.6,5.1%,13.6%,?,?,16.1%,4.4%,0.1%,-0.7
CCN(C(=O)COC(=O)c1ccc2[nH]c3c(c2c1)CCCC3)C1CCS(=O)(=O)C1 (stereo unspecified),-6.4,-17.3%,-18.4%,-1.1%,-3.5%,-2.8%,1.6%,-10.7%,?
CCOc1ccc(CCNC(=O)c2cc3c(=O)[nH]c4ccc(C)cc4c3s2)cc1OCC,-4.7,·,-9.5%,·,·,·,-3.3%,-17.7%,·
Cc1cc(C)cc(NC(=O)CCc2c(C)nn(-c3ccc(N4CCCCC4)nn3)c2C)c1,0.2,-1.1%,?,-7.5%,?,5.6%,-15.6%,-9.3%,-16.7
O=[N+]([O-])c1ccc(CN2CCN(c3ccc4ccccc4n3)CC2)cc1,-23.3,-2.7%,?,0.0%,10.7%,-4.7%,-2.3%,-35.0%,-4.4
COc1cccc(-c2noc(C3CCCN(S(=O)(=O)c4cccc(Cl)c4C)C3)n2)c1 (stereo unspecified),0.7,-11.0%,14.6µM*,1.0%,24.6%,2.6%,22.6%,-20.4%,7.0
# Remaining list, next part.
SMILES,DRD3 agonist,HT1080 IDH1KD tx,KB-V1 cytotox,HT1080-NT tox,MCF10A rerep,SW480 rereplic,GLP1R cytotox,KB-3-1 cytotox,IL1B secr inh
COc1ccc(NCC(=O)N/N=C(\C)c2cc3ccccc3o2)cc1,7.9,-10.7%,?,-8.7%,1.0%,-2.9%,-0.9%,8.2%,-54.8*
Cc1nc2ccccc2n1CC(O)COc1ccc(C(=O)O)cc1 (stereo unspecified),1.1,·,5.2%,·,·,·,-1.8%,-9.2%,·
O=C(COc1ccc(S(=O)(=O)N2CCOCC2)cc1Cl)NC1CC1,13.0,11.4%,-1.2%,13.9%,0.3%,-3.4%,23.8%,5.5%,29.5
O=C(NC1(C(F)(F)F)N=C(c2ccccc2)NC1=O)c1ccccc1F (stereo unspecified),3.1,4.6%,39.3%,1.7%,?,1.1%,-5.2%,6.2%,11.0
CC1(C)SC2c3ccccc3C(=O)N2C1C(=O)O (stereo unspecified),-12.1,8.0%,2.3%,7.8%,2.1%,-2.1%,0.0%,1.3%,-2.2
CC(=O)OCC(OC(C)=O)C(OC(C)=O)C(OC(C)=O)C(=O)Nc1ccccc1 (stereo unspecified),-4.0,-2.8%,1.4%,-4.2%,?,?,-0.5%,8.2%,-3.0
CN(CCOCCOc1ccc2ccccc2c1)Cc1ccccc1,1.4,-8.4%,0.0%,?,?,-12.8%,-14.7%,-4.2%,-10.8
CN(CCCn1cnc2c(OCc3ccccc3)ncnc21)Cc1ccco1,5.5,5.6%,?,-1.9%,·,·,4.1%,?,-15.3
COc1ccc(Br)cc1/C=C/C(=O)Nc1ccc2ccccc2c1,-10.3,1.1%,-0.8%,10.7%,?,-1.9%,11.8%,-7.0%,-19.8
OCC1OC(c2ccc(O)cc2O)C(O)C1O (stereo unspecified),-5.7,6.2%,3.3%,20.2%,·,·,1.2%,12.8%,69.1
CC1=NN2C(=N)/C(=C\c3cc(C)n(-c4cccc(C)c4)c3C)C(=O)N=C2S1,-17.4,-18.9%,-10.9%,-19.5%,1.2%,-4.4%,-5.6%,3.1%,2.5
O=C(c1cccc(Br)c1)N1CCN(S(=O)(=O)N2CCCCCC2)CC1,1.9,-4.2%,-14.8%,-1.6%,-1.9%,-4.2%,19.0%,6.1%,3.4
Cc1cc(C)c(NC2=NCC(=O)N2C2CCCCC2)c(C)c1,0.0,0.0%,-5.3%,6.6%,-1.1%,-1.0%,6.0%,-3.1%,22.8
COc1ccc(-c2noc(CSc3nc4ccccc4[nH]3)n2)cc1,2.5,·,?,·,·,·,-5.9%,?,·
Cc1ccc(-n2ncc3c2CCCC3NC(=O)CCCN2CCCCC2=O)cc1C (stereo unspecified),1.1,-1.0%,·,-6.1%,3.7%,-2.0%,4.5%,·,9.4
CN(C)/N=C1\C(=O)N(CN2CCN(c3ccccc3)CC2)c2ccccc21,-6.3,8.5%,0.6%,11.8%,-0.2%,9.7%,-30.8%,14.1%,-5.2
CCCC(=O)Nc1ccc(S(=O)(=O)N2CCOCC2)cc1,1.1,-1.9%[9.24 µM],12.3%,4.5%,20.1%,1.5%,3.5%,5.5%,5.3
CC(C)Oc1ccc(F)cc1-c1cc(C(=O)NCc2ccc(C(F)(F)F)cc2)[nH]n1,0.3,?,-7.2%,?,·,·,0.2%,-3.4%,?
CN(C(=O)c1ccc(NC(=O)Cc2cccc(NC(=O)C3CCCN(C(=O)c4ccccc4)C3)c2)cc1)C1CC1 (stereo unspecified),12.9,2.6%,21.1%,8.2%,29.5%,9.6%[9.22 µM],0.9%,8.1%,0.5
COc1ccc(OC)c(-c2csc(-c3c(N)c(C(=O)c4ccc(Cl)cc4)n4ccccc34)n2)c1,2.9,·,26.6%,·,·,·,-8.1%,-0.8%,·
c1ccc(-c2nc(NC3CCCC3)c3ccccc3n2)cc1,5.1,-12.7%,?,-27.5%,13.5%,-1.6%,?,?,-63.3*
Cc1ccc2c(c1)N(CC(=O)NCc1ccco1)C(=O)CO2,0.7,24.4%,2.7%,18.5%,3.2%,-10.3%,0.6%,0.0%,-13.3

# Bioassay records (PubChem)
